GAA glycogen mod – GAA glycogen-cleavage inhibition or activation | actives 0.38% (n = 300,000) | Potency, µM (highest dose often 76.4 µM), without a hit: at the top dose activity change, negative = inhibition, actives largely listed as inhibitors | P10253 | AID 2100 | recombinant GAA, glycogen substrate, Amplex Red glucose oxidase fluorescence;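 further: 0% = full enzyme reaction and -100% = no-enzyme basal signal; the screen sought inhibitors and activators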
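Recombinant human alpha-glucosidase (4 nM final) hydrolysed bovine liver glycogen (30 ug) for 40 min at 37 C in pH 5.0 citrate/phosphate with 0.01% Tween-20. Released glucose detected by glucose oxidase/Amplex Red, Ex 573/Em 610 nm. Compounds up to 77 uM; AC50 from Hill fits.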
Tau fibril FP – blocks human tau fibril formation measured by polarization. P10636. K18 P301L tau heparin fibrillization, Alexa594 FP, 6 h. Potency, µM (doses to about 57.7 µM), inactives show at the top dose activity, negative = inhibition, most hits filed as inhibitors. actives 0.39% (n = 280,000); further: on the % scale 0 is the no-effect control and ±100 the full control effect; nearly all actives have a fitted effect of over 55% in size
Target sequence (P10636 561-689 P618L limits assumed): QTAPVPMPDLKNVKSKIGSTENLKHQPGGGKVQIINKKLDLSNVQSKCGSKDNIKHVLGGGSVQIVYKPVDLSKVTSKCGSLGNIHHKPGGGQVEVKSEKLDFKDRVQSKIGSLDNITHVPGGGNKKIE
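Read-out: fluorescence polarization of Alexa 594-labeled tau (0.24 uM), 555 nm excitation, 632 nm emission. Mixtures held 15 uM unlabeled K18 P301L, compound and 20 uM heparin, pH 7 acetate buffer, incubated 6 hr at 37 C.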
GAA inhib – alpha-glucosidase (human) inhibition | AID 1466 | purified human GAA, 4-MU-alpha-glucoside fluorescence | P10253 | actives 0.005% (n = 200,000) | Potency, µM (highest dose often 76.9 µM), without a hit: top-dose activity change, negative = inhibition, hits mostly inhibitors;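 further: plate controls were uninhibited enzyme wells for no effect and no-enzyme background for full effect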
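qHTS format, compound range up to 77 uM. Human lysosomal enzyme at 4 nM, 400 uM 4-MU glucoside substrate, pH 5.0, 20 min room temperature; fluorescence after alkaline stop gives activity normalized to controls.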
Tau ThT inhib – blocks human tau fibril formation measured by thioflavin T; Potency, µM (series often up to 57.4 µM), inactives show top-dose activity, negative = inhibition, hits mostly inhibitors; actives 2.1% (n = 270,000); recombinant tau K18 P301L, heparin-induced fibrillization, ThT fluorescence; AID 1460; further: on the % scale 0 is the no-effect control and ±100 the full control effect; nearly all actives have a fitted effect of over 55% in size
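Tau K18 P301L fragment (15 uM unlabeled plus 0.24 uM Alexa 594-labeled) in 100 mM sodium acetate pH 7 with compound, fibrillization induced by 20 uM heparin for 6 hr at 37 C. Thioflavin T (30 uM) added, fluorescence read after 1 hr (ex 450, em 510 nm).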
Tau fluor cs – counter-screen for tau fibril formation inhibitors; Potency, µM (doses to about 57.7 µM), without a hit: at the highest dose activity change, negative = decrease; actives 0.93% (n = 280,000); tau K18 P301L Alexa594 fluorescence, heparin fibrillization; further: on the % scale 0 is the no-effect control and ±100 the full control effect; nearly all actives have a fitted effect of over 55% in size
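Human tau K18 P301L (15 uM unlabeled, 0.24 uM Alexa 594-labeled) in 100 mM sodium acetate pH 7 with 20 uM heparin, 6 hr at 37 C. ThT 30 uM added, 1 hr ambient; Alexa 594 FP and total fluorescence read at 555/632 nm.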
GLA spleen mod – alpha-galactosidase A (human) modulation. Potency, µM (top dose mostly 80 µM), without a hit: at the top dose activity change, negative = inhibition, actives largely listed as inhibitors. actives 0.008% (n = 240,000). human spleen homogenate, 4MU-alpha-Gal fluorescence, 40 min;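 further: 0% = enzyme with vehicle and -100% = no enzyme basal signal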
Target sequence (P06280 32-429 limits assumed): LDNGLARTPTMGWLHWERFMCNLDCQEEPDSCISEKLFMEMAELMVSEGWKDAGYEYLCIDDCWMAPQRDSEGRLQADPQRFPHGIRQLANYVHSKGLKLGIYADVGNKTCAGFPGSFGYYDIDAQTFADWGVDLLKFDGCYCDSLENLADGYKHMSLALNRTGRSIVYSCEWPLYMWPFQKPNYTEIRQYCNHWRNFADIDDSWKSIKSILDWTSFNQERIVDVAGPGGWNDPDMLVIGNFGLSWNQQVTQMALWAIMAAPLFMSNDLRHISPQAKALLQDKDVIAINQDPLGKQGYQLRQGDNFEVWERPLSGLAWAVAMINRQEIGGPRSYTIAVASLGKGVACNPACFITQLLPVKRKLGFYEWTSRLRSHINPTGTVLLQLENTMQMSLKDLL
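Human spleen homogenate (1 ug) as enzyme source, 4-methylumbelliferyl-alpha-D-galactopyranoside 1 mM final, citrate/phosphate pH 5.0 with 0.01% Tween-20. Compounds 40 min at 37C, NaOH/glycine stop; fluorescence Ex 365/Em 440, Hill-fit AC50.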
HTT cytoprotect – Huntington cell model cytoprotection by ATP luminescence; actives 0.14% (n = 230,000); PC12 HTT-Q103 induced, cytoprotection, ATP luminescence, 40 h; AID 1471; Potency, µM (top dose mostly 56.4 µM), for inactives: cytoprotection (ATP increase), usual class: activators;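 further: % of control where 0% means no effect; nearly all actives have a fitted effect of over 45% in size; toxic huntingtin expression switched on by the ecdysone agonist tebufenozide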
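Compounds were screened for protection of PC12 cells against cell death after tebufenozide induction (100 nM final) of mutant Huntingtin exon 1 (Q103) fused to GFP.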
GAA spleen mod – inhibitors or activators of human alpha-glucosidase in spleen homogenate | human spleen homogenate, 4-MU-alpha-glucoside fluorescence | P10253 | Potency, µM (titrated, usually from 79.9 µM), for inactives: at the top dose activity change, negative = inhibition, hits mostly inhibitors | AID 2112 | actives 0.006% (n = 240,000);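 further: 0% = enzyme with vehicle and -100% = no enzyme basal signal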
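Human spleen homogenate (1 ug) with 4-methylumbelliferyl-alpha-D-glucopyranoside (1 mM final) in 50 mM citrate/phosphate pH 5.0, 0.01% Tween-20; 40 min at 37 C. Stopped at pH 10; 4-MU fluorescence Ex 365/Em 440 nm; AC50 by Hill fit.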
An asterisk follows results filed as active; ? = inconclusive; . = not tested or not shown; & = joins results of further samples; [ ] = another dose, or the depositor's remark. The call rests on the fitted dose curve; in most records, active means well fitted curve in the direction sought with a large enough effect; inconclusive means small, poorly fitted or top-dose-only effect, or another doubt; inactive means no such curve, though single readings can be large; an effect the other way counts as inactive or inconclusive. Potency means the concentration at half of the fitted maximal effect.

SMILES	GAA glycogen mod	Tau fibril FP	GAA inhib	Tau ThT inhib	Tau fluor cs	GLA spleen mod	HTT cytoprotect	GAA spleen mod
CCN(CC)CCNC(=O)CN1C(=O)COc2ccc(S(=O)(=O)N3CCOCC3)cc21	-25%[76.3 µM]	-4%	.	-4%	0%	.	.	.
Cc1cc(Br)ccc1SCC(=O)OC/C(O)=C(\C#N)c1nc2ccccc2[nH]1	6%	-5%	.	-4%	-20%	3%	-18%[10 µM]	1%
COc1cccc(CN2CCNC(=O)C2CC(=O)NCCOc2cccnc2)c1 (configuration not stated)	-8%	-11%	-10%	-15%	-9%	13%	-10%[10 µM]	4%
Cc1cccc(NC(=S)NNC(=O)c2ccc(O)cc2O)c1C	-18%	6%	15%	-17%	-14%	4%	-58%[inhibitor]	7%
CCCC1=[N+](CC(=O)c2ccccc2)CCn2cccc21	2%	3%	-1%	-11%	-9%	1%	11%[1.9 µM]	-3%
CCOC(=O)c1cccc(NC(=O)CSc2nnc(COc3ccccc3C)o2)c1	-2%	-6%	6%	1%	0%	?	-23%[10 µM]	-8%
COc1ccc(C2CC(=O)C(CS(=O)(=O)c3ccccc3)C(=O)C2)cc1 (configuration not stated)	-26%	?	1%	?	-20%	1%	-35%[inhibitor]	1%
O=C(O)Cn1nnnc1SCC(=O)Nc1ccccc1F	1%	-1%	7%	-12%	-13%	7%	-3%[10 µM]	-2%
Cn1c(=O)c2c(-c3ccccc3)n(Cc3cccnc3)cc2n(C)c1=O	4%	-5%	0%	-16%	2%	-8%	10%	-6%
CCC(c1nnnn1Cc1ccc(F)cc1)N(CCCO)Cc1cc2cc3c(cc2[nH]c1=O)OCO3 (configuration not stated)	4%	-4%	-4%	-5%	-8%	4%	-23%[10 µM]	-5%
O=C1C2C3C=CC(C3)C2C(=O)N1c1ccc2ccccc2n1 (configuration not stated)	-7%	-1%	0%	5%	3%	5%	-8%[10 µM]	-1%
COC(=O)c1cccc(S(=O)(=O)N2CCCC2)c1	-14%	1%	-2%	-8%	-7%	-1%	.	-6%
COc1cccc(/C=C(\C#N)c2nc3ccc(C)cc3[nH]2)c1	-4%[76.3 µM]	-19%	.	?	?	.	.	.
Cc1cc(SCC(=O)Nc2cccc(S(=O)(=O)NC3=NCCCCC3)c2)c(C)cc1Br	-1%	?	-9%	-4%	?	?	11%[10 µM]	-5%
O=C(CCN1C(=O)c2ccccc2C1=O)Oc1ccc2ccccc2c1	15%	-9%	-7%	-5%	-13%	2%	-15%	-1%
COCCn1c(SCC(=O)c2ccccc2)nc2ccccc2c1=O	3%	-10%	0%	-16%	-19%	-2%	13%[10 µM]	-3%
CCC(=O)N1CCc2cc(S(=O)(=O)CCC(=O)N3CCN(c4cccc(Cl)c4)CC3)ccc21	4%[76.3 µM]	-3%	.	?	-5%	.	.	.
Cc1ccc(S(=O)(=O)N2CCC(C(=O)N[C@H](C(=O)NCC3CCCO3)C(C)C)CC2)cc1 (some centres not stated)	5%	2%	?	-1%	-8%	-2%	-3%[0.074 µM]	2%
Cc1ccc(COC(=O)c2[nH]c3c(c2C)C(=O)CC(c2ccc(N(C)C)cc2)C3)cc1 (configuration not stated)	1%[76.3 µM]	2%	.	-16%	-21%	.	.	.
COc1ccc(C(c2nnnn2CC2CCCO2)N2CCN(c3ccccc3)CC2)cc1 (configuration not stated)	5%	8%	11%	-1%	-2%	-1%	?	-3%
C[C@H](NC[C@H](O)CP(=O)(O)Cc1ccccc1)c1ccc(Cl)c(Cl)c1	.	-3%&9%	.	-8%&-13%	-8%&-5%	-13%&-4%	-19%&14%	9%&0%
COCCNS(=O)(=O)c1ccc(-c2ccc(S(=O)(=O)NCCOC)cc2)cc1	5%	?	-9%	-7%	-29%	8%	7%[0.074 µM]	-2%
CC(C)(C)NS(=O)(=O)c1ccc(Oc2ncc(C(F)(F)F)cc2Cl)cc1	-17%	1%	-5%	-23%	-21%	-8%	-16%[10 µM]	-26%
CC(C)NC(=O)C(Cc1ccccc1)N1C(=O)c2ccccc2C1=O (configuration not stated)	0%	-13%	1%	-8%	-8%	-7%	7%[10 µM]	-4%
CSc1ccc(C(=O)C2CCCN(C(=O)CCCn3cncn3)C2)cc1 (configuration not stated)	7%	-3%	.	-1%	-1%	3%	13%[10 µM]	1%

By substructure: the entries above with a Cl atom
SMILES	GAA glycogen mod	Tau fibril FP	GAA inhib	Tau ThT inhib	Tau fluor cs	GLA spleen mod	HTT cytoprotect	GAA spleen mod
CCC(=O)N1CCc2cc(S(=O)(=O)CCC(=O)N3CCN(c4cccc(Cl)c4)CC3)ccc21	4%[76.3 µM]	-3%	.	?	-5%	.	.	.
C[C@H](NC[C@H](O)CP(=O)(O)Cc1ccccc1)c1ccc(Cl)c(Cl)c1	.	-3%&9%	.	-8%&-13%	-8%&-5%	-13%&-4%	-19%&14%	9%&0%
CC(C)(C)NS(=O)(=O)c1ccc(Oc2ncc(C(F)(F)F)cc2Cl)cc1	-17%	1%	-5%	-23%	-21%	-8%	-16%[10 µM]	-26%

The main list resumes, starting two compounds before the break.
SMILES	GAA glycogen mod	Tau fibril FP	GAA inhib	Tau ThT inhib	Tau fluor cs	GLA spleen mod	HTT cytoprotect	GAA spleen mod
CC(C)NC(=O)C(Cc1ccccc1)N1C(=O)c2ccccc2C1=O (configuration not stated)	0%	-13%	1%	-8%	-8%	-7%	7%[10 µM]	-4%
CSc1ccc(C(=O)C2CCCN(C(=O)CCCn3cncn3)C2)cc1 (configuration not stated)	7%	-3%	.	-1%	-1%	3%	13%[10 µM]	1%
Cc1ccc2onc(CNC(=O)NCc3ccccc3)c2c1	16%[76.3 µM]	-11%	.	-14%	-20%	.	.	.
CCOC(=O)N1CCN(S(=O)(=O)c2ccc3c(c2)SC(C)C(=O)N3)CC1 (configuration not stated)	-13%	-3%	-10%	-5%	-3%	2%	20%[10 µM]	-21%
COc1ccc(/C=N/NC(=S)Nc2cccc(C(=O)O)c2)cc1	?	5%	-3%	7%	6%	-1%	.	4%
CCOC(=O)C1(Cc2ccccc2C)CCCN(C(=O)c2cc(CC)nn2C)C1 (configuration not stated)	-5%	9%	4%	-6%	1%	11%	38%[10 µM]	4%
COc1ccc(N2C(=O)CC(NNc3nc4ccccc4s3)C2=O)cc1 (configuration not stated)	-11%	-15%	.	?	-26%	-6%	12%[10 µM]	-3%
CCN1/C(=C2\OC(=S)N(C)C2=O)C=Cc2ccccc21	5%	-1%	-1%	?	-13%	1%	-19%	-2%
COc1ccc(C(=O)N/N=C2/SCC(=O)N2Cc2ccc3c(c2)OCO3)cc1OC	8%	-5%	5%	-4%	2%	-1%	4%	1%
CC1CCC(NC(=O)C2CCN(S(=O)(=O)c3ccc4nc5c(c(C(=O)O)c4c3)CC(C)CC5)CC2)CC1 (configuration not stated)	-12%	-3%	?	-8%	-6%	-5%	18%	-24%
Fc1ccc(Oc2nccc(-c3ccc(Cl)cc3)n2)cc1	5%	?	-10%	1%	-22%	2%	-38%[10 µM]	-5%
Cc1ccc(CNC(=O)c2cn(C)c3ccc(S(=O)(=O)N4CCC(C)CC4)cc3c2=O)cc1	8%[76.3 µM]	-8%	.	-1%	-29%	.	.	.
CCCCN(CCCC)C(=O)C1(P(=O)(c2ccccc2)c2ccccc2)CCC1	3%	0%	.	-5%	0%	6%	9%[10 µM]	-3%
COc1ccc(CCNc2ccc(C(CC(N)=O)NC(=O)c3ccc(Br)cc3)cc2[N+](=O)[O-])cc1 (configuration not stated)	4%	-4%	.	?	-29%	-10%	12%[10 µM]	-9%
O=c1c2ccccc2oc2nc(-c3ccco3)n(Cc3ccccc3)c(=O)c12	6%	-7%	-5%	-11%	-5%	2%	-11%	2%
Cc1cc(O)ccc1NC(=O)CCN1C(=O)c2ccc([N+](=O)[O-])cc2C1=O	-12%	-2%	-1%	3%	-4%	15%	.	14%
COc1ccc(-c2noc(CN3CCCCC3)n2)cc1OC	-4%	-1%	-10%	-12%	-11%	-3%	-27%	-8%
Cc1ccc(CSc2nc(-c3cccs3)ccc2C#N)cc1	1%[76.3 µM]	?	.	0%	?	.	.	.
O=C(Nc1cc(-c2nc3cc(Cl)ccc3o2)ccc1Cl)c1cc([N+](=O)[O-])ccc1N1CCOCC1	12%[76.3 µM]	0%	.	-4%	-20%	.	.	.
Cc1ccc2nc(N3CC(=O)Nc4ccccc43)nc(-c3ccccc3)c2c1	16%	?	-2%	-14%	?	-2%	19%[10 µM]	-1%
CCc1ccccc1NS(=O)(=O)c1ccc2[nH]cc(C(=O)N3CCCCC3)c(=O)c2c1	-8%[76.3 µM]	-4%	.	-9%	-16%	.	.	.
O=C(Cn1c2c(c(=O)n3ncnc13)CCC2)N/N=C/c1ccc(Cl)cc1	3%	1%	.	.	0%	-8%	-14%[10 µM]	1%
CCOc1cc2[nH]c(=O)n(CCCC(=O)NCc3ccco3)c(=O)c2cc1OCC	-11%	9%	4%	-5%	-11%	-3%	-8%	0%
S=c1[nH]cnc2sc(-c3ccccc3)cc12	-3%	-6%	-5%	-19%	-15%	3%	-21%	-1%
Cc1cccnc1NC(=O)CCNS(=O)(=O)c1ccc2c(c1)c(=O)n(C)c(=O)n2C	-1%	0%	3%	-2%	-1%	4%	-23%	0%
COc1cc(S(=O)(=O)N2CCOCC2)ccc1NC(=O)CN1c2cccc3cccc(c23)S1(=O)=O	1%	8%	-12%	1%	-18%	-16%	12%[10 µM]	-13%
CCCn1nnnc1NCc1c(Cl)cccc1Cl	10%	-9%	3%	3%	-1%	-15%	-22%	0%
COC(=O)c1nn(-c2ccccc2)c(Sc2ccc(C)cc2)c1/C=N/O	0%	-6%	1%	-10%	-10%	2%	13%	-1%
CC1CCN(S(=O)(=O)c2ccc3c(c2)N(CC(=O)N(C)Cc2ccccc2)C(=O)CO3)CC1	-8%[76.3 µM]	0%	.	-4%	-14%	.	.	.
